core dimer inh: HCV core protein dimerization inhibition; TR-FRET GST/Flag-core106 dimerization, 1536-well; inhibition, % at 5 µM; 0.33% of 300,000 active;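 active means inhibition above the mean of all tested compounds plus 3 SD, set per screening campaign, cut at about 45% in these data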
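Assay system: tagged HCV core106 pair (GST and Flag); medium: KF-containing HEPES buffer, pH 7.45, DTT, CHAPS, BSA; also added: Eu donor and XL665 acceptor anti-tag antibodies; dosing: 5 µM single dose; timing: compound-protein-antibody incubation 4 h at 22.5 °C; signal: TR-FRET 671 and 617 nm emission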
proCasp7 act: counter-screen: procaspase-7 (human) activation; P55210; recombinant procaspase-7, Ac-DEVD-pNA absorbance 405 nm; D23A/D198A/D206A triple mutant, cannot self-cleave; scale: DMSO 0, 5 µM enzyme 100; activation, % at 8.5 µM; 0.093% of 330,000 active;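 active means percent activation above the screen-wide mean plus 3 SD, cut at about 25% in these data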
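Material: Procaspase-7 triple mutant (PC-7 D3A) | Quantity: 2 µM procaspase-7 mutant as dispensed | Reagent: DEVD-pNA substrate | Times: 1 h preincubation, 2 h reaction | Technique: 405 nm absorbance of p-nitroaniline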
PP1 inh: blocks human PP1-alpha phosphatase, a PP5 counter-screen; P62136; purified PP1alpha, OMFP fluorescence; inhibition, % at 6.7 µM; 0.9% of 320,000 active; AID 2235;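 active means inhibition above the mean inhibition of all tested compounds plus 3 SD, computed separately for each screening campaign, cut at about 15% in these data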
Target sequence (P62136 whole entry, looked up): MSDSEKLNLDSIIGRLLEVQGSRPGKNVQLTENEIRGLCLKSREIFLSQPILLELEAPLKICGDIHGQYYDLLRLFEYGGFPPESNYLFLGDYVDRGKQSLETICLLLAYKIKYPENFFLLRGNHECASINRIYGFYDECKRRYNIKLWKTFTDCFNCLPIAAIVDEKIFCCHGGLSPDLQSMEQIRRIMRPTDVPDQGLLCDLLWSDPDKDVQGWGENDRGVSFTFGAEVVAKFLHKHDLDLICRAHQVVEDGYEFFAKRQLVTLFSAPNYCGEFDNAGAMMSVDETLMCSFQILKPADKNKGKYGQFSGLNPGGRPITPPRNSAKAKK
PAFAH2 FP inh: inhibitors of human PAFAH2 | recombinant PAFAH2, FP-rhodamine activity probe, fluorescence polarization | inhibition, % at 3.39 µM | 0.99% of 340,000 active | AID 492956;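 active means inhibition above the mean over all tested compounds plus 3 SD, cut at about 30% in these data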;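 further: inhibitors block probe labeling of enzyme so polarization drops; 0% = enzyme with DMSO and 100% = wells lacking PAFAH2 protein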
procasp3 activ: procaspase-3 (human) activation; P42574; recombinant procaspase-3 D3A, Ac-DEVD-pNA absorbance 405 nm; 0.11% of 330,000 active; activation, % at 8.5 µM;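 active means activation above the mean of all tested compounds plus 3 SD, cut at about 21% in these data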;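 further: 0% = DMSO alone and 100% = DMSO wells spiked with extra 5 µM PC-3 D3A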
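Assay system: Autoprocessing-dead procaspase-3 D3A mutant enzyme; also added: Ac-DEVD-pNA; doses: one concentration, 8.5 µM nominal, 0.8% DMSO; times: 1 h compound preincubation, 2 h substrate hydrolysis at 25 °C; technique: 405 nm absorbance of p-nitroaniline, reads at 0 and 120 min; measure: % activation between DMSO and enzyme-spiked controls; repeats: single replicate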
AHR activator: activates the human aryl hydrocarbon receptor. P35869. AHR-responsive luciferase reporter cells, luminescence. activation, % at 5 µM. 2.5% of 320,000 active; in the data active means activation above about 47%;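 further: 0% = vehicle wells and 100% = reference agonist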
PP5 primary: inhibitors of human protein phosphatase 5 (PP5); P53041; inhibition, % at 6.7 µM; 0.18% of 320,000 active; AID 1987; purified PP5c, OMFP substrate fluorescence;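 active means inhibition above the campaign's mean inhibition across all tested compounds plus 3 SD, cut at about 9.5% in these data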;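 further: 0% = DMSO only and 100% = 100 µM cantharidin control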
Target sequence (P53041 whole entry, looked up): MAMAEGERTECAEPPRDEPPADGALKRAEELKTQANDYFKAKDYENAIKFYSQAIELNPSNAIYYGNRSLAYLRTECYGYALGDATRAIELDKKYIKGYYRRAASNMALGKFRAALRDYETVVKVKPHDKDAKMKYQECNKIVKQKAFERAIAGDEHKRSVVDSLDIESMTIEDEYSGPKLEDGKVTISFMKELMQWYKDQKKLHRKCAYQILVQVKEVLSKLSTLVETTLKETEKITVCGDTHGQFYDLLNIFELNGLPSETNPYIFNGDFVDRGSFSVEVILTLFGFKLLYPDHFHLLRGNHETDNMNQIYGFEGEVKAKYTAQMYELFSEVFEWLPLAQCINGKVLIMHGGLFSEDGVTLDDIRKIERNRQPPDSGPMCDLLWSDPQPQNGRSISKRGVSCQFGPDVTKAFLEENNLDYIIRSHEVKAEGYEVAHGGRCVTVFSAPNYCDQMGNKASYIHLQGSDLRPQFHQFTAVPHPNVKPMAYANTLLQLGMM
Fh CTSL1 inh: blocks F. hepatica cathepsin L1 in PFM18AAP counter-screen | recombinant F. hepatica cathepsin L1, Z-Leu-Arg-MCA fluorescence | inhibition, % at 5.96 µM | 0.49% of 300,000 active | AID 1906;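 active means inhibition above the mean of all tested compounds plus 3 SD, set per screening campaign, cut at about 17% in these data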;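 further: 0% = plate median of test compound wells and 100% = 1 µM Z-Phe-Ala-diazomethylketone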
TPT1 inhibitor: inhibitors of Candida albicans tRNA 2'-phosphotransferase TPT1; 0.81% of 300,000 active; AID 1962; inhibition, % at 5 µM; recombinant caTPT1, FP RNA substrate dephosphorylation;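 active means inhibition above the mean of all tested compounds plus 3 SD, set per screening campaign, cut at about 24% in these data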;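 further: plate controls were DMSO alone for no effect and ferristatin control at 100 nM for full effect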
* hit, by the source's call; . = no result given.

The line under a structure holds: core dimer inh	proCasp7 act	PP1 inh	PAFAH2 FP inh	procasp3 activ	AHR activator	PP5 primary	Fh CTSL1 inh	TPT1 inhibitor
1) Cc1ccc(C(=O)Oc2cc(N)n(S(=O)(=O)c3ccc(C)cc3)n2)cc1
  10	-26	9	5	-14	1	3.5	-6	-1
2) COc1ccc(NCC(=O)N/N=C(\C)c2cc3ccccc3o2)cc1
  -1	7	-1	0	1	35	0.9	0	1
3) O=C(CN1C(=O)CC(c2ccccc2)S(=O)(=O)c2ccccc21)NC1CCCC1 (stereo not given)
  -2	-3	-2	1	6	2	-1.6	0	-2
4) O=C1c2cccnc2C(=O)N1CNc1ccc(Cl)cc1
  10	-3	2	-3	0	5	-1.4	-1	0
5) CCN1N=C(c2cc(Cl)sc2Cl)CSC1=O
  -4	-4	-2	-6	0	-2	0.9	2	2
6) CC1(C)CC(=O)c2cc(O)ccc2O1
  5	8	2	4	-9	0	-1.0	-4	1
7) C/C(=N\S(=O)(=O)c1ccc(C)cc1)N1CCN(S(=O)(=O)c2ccccc2)C1
  3	5	-2	-6	2	-2	-0.1	2	-1
8) O=C(NNC1=Nc2cc([N+](=O)[O-])ccc2OC1)c1ccccc1Cl
  -4	6	-2	2	9	2	0.6	0	2
9) Cc1cc(C(=O)NNC(=S)NCC(C)C)no1
  1	-3	-2	0	-5	-2	-0.7	9	-1
10) NC(=O)CC[C@H](NC(=O)c1ccc(F)cc1)C(=O)OCC(=O)NCc1ccc2c(c1)OCO2
  .	14	.	6	1	-1	.	.	.
11) CCCCCCn1c(COc2ccccc2F)nnc1SCC(=O)c1c(N)n(C)c(=O)n(C)c1=O
  2	-3	1	.	-1	0	-2.3	-1	-3
12) COC(=O)C1=C(C(=O)OC)C2(OC1c1ccccc1C)C(=O)c1ccccc1C2=O (stereo not given)
  5	-4	-4	1	7	1	4.2	-1	3
13) O=C(NCCCCNC(=O)c1ccccc1Cl)c1ccccc1Cl
  2	7	-2	3	3	2	-0.1	0	-1
14) Cc1nc2cc(Nc3nnc(-c4ccccc4)c4ccccc34)ccc2n1C
  -13	1	3	10	9	33	2.5	0	-4
15) CN(CC(=O)Nc1cccc(F)c1)C(=O)c1cccc(N2C(=O)CCC2=O)c1
  .	6	-1	8	-4	0	-0.4	.	.
16) COc1ccc(C)cc1NS(=O)(=O)c1ccc2c(c1)N(C(C)=O)CCO2
  3	0	2	-1	0	7	1.5	1	-3
17) CC(C)(CNS(=O)(=O)c1cccs1)N1CCOCC1
  .	3	.	5	-4	-2	.	.	.
18) CC(NC(=O)COC(=O)C1CCN(c2ccc(C(F)(F)F)cn2)CC1)c1ccc(Br)cc1 (stereo not given)
  -5	-9	2	1	0	2	5.1	-3	-10
19) CCOC(=O)C1CCCN(C(=S)Nc2ccc(F)cc2)C1 (stereo not given)
  3	-6	-3	1	7	3	-2.6	1	-3
20) CC(NC(=O)/C(C#N)=C1\N=C(NC(=O)c2cccs2)c2ccccc21)c1ccccc1 (stereo not given)
  8	-2	-3	-6	4	0	-0.1	7	9
21) CNC(=S)N1CCN(c2nc(-c3ccc(Cl)cc3)cs2)CC1
  -1	-13	1	3	-1	-5	3.5	-5	-3
22) COc1ccc2c(c1)c(CC(=O)OCC(=O)O)c(C)n2C(=O)c1ccc(Cl)cc1
  26	7	1	5	1	6	2.7	2	-2
23) O=[N+]([O-])c1ccc2[nH]c(O)c(N=NC3CCS(=O)(=O)C3)c2c1 (stereo not given)
  -14	20	-2	5	6	0	2.5	5	-1
24) O=C(NCC1CCN(c2ccc(S(=O)(=O)N3CCOCC3)cc2)CC1)Nc1ccccc1F
  2	-1	-1	-6	-2	-4	2.8	-3	-4
25) Cc1ccc(-c2[nH]ncc2C(=O)c2ccc(Br)cc2)c(O)c1
  -10	-6	5	1	-4	4	5.3	2	1
26) COc1ccc(-n2c(C)c([N+](=O)[O-])c3ccc(O)c(CN4CCCCC4)c32)cc1
  -1	9	2	2	3	-3	3.6	2	-3
27) COc1ccc(CNC(=O)CN2C(=O)CSc3ccc(S(=O)(=O)N4CCOCC4)cc32)cc1
  6	6	3	1	-3	3	-3.1	-8	3
28) CCN(CC)S(=O)(=O)c1ccc(NC(=O)CSc2nnc(-c3ccc(F)cc3)o2)cc1
  6	-5	1	1	1	1	4.4	-7	0
29) CN(CC(=O)Nc1ccccc1Cl)C(=O)COc1cccc2c1OC(C)(C)C2
  -5	-1	-3	-6	-5	2	1.3	0	-1
30) COc1ccc(NC(=O)CSc2ncnc3c2cnn3Cc2ccccc2)cc1OC
  -3	14	3	2	5	-2	2.5	1	2

Arranged by the number under procasp3 activ (highest first): 3 of the compounds above
No. | compound | core dimer inh | PAFAH2 FP inh | procasp3 activ | AHR activator | PP5 primary | TPT1 inhibitor
8 | O=C(NNC1=Nc2cc([N+](=O)[O-])ccc2OC1)c1ccccc1Cl | -4 | 2 | 9 | 2 | 0.6 | 2
13 | O=C(NCCCCNC(=O)c1ccccc1Cl)c1ccccc1Cl | 2 | 3 | 3 | 2 | -0.1 | -1
16 | COc1ccc(C)cc1NS(=O)(=O)c1ccc2c(c1)N(C(C)=O)CCO2 | 3 | -1 | 0 | 7 | 1.5 | -3

Random excerpt: 7 records from the list.
The line under a structure holds: core dimer inh	proCasp7 act	PP1 inh	PAFAH2 FP inh	procasp3 activ	AHR activator	PP5 primary	Fh CTSL1 inh	TPT1 inhibitor
9) Cc1cc(C(=O)NNC(=S)NCC(C)C)no1
  1	-3	-2	0	-5	-2	-0.7	9	-1
19) CCOC(=O)C1CCCN(C(=S)Nc2ccc(F)cc2)C1 (stereo not given)
  3	-6	-3	1	7	3	-2.6	1	-3
8) O=C(NNC1=Nc2cc([N+](=O)[O-])ccc2OC1)c1ccccc1Cl
  -4	6	-2	2	9	2	0.6	0	2
1) Cc1ccc(C(=O)Oc2cc(N)n(S(=O)(=O)c3ccc(C)cc3)n2)cc1
  10	-26	9	5	-14	1	3.5	-6	-1
4) O=C1c2cccnc2C(=O)N1CNc1ccc(Cl)cc1
  10	-3	2	-3	0	5	-1.4	-1	0
2) COc1ccc(NCC(=O)N/N=C(\C)c2cc3ccccc3o2)cc1
  -1	7	-1	0	1	35	0.9	0	1
15) CN(CC(=O)Nc1cccc(F)c1)C(=O)c1cccc(N2C(=O)CCC2=O)c1
  .	6	-1	8	-4	0	-0.4	.	.

Continuation.
The line under a structure holds: core dimer inh	proCasp7 act	PP1 inh	PAFAH2 FP inh	procasp3 activ	AHR activator	PP5 primary	Fh CTSL1 inh	TPT1 inhibitor
31) COc1ccccc1CNC(=O)COC(=O)C1CCN(c2ccc(C(F)(F)F)cn2)CC1
  -3	-5	-1	10	-1	5	3.4	-11	-1
32) O=C(c1cc2ncc(Br)cn2n1)N1CCOCC1
  3	0	-4	0	0	-2	0.5	-4	-1
33) COc1ccc(NC(=O)CN2CCC(C)CC2)cc1
  -1	6	-1	0	1	2	-1.1	0	0
34) CC(C)(C)NC(=O)/C(=C\c1ccccc1F)NC(=O)c1ccc([N+](=O)[O-])cc1
  -1	0	0	6	3	-2	1.2	-2	2
35) COc1ccc(/C=C2/C(=O)N(c3ccccc3)N=C2C)cc1
  -9	-7	-4	.	3	5	-2.0	-2	0
36) COC(=O)CNC(c1ccccc1)c1cc(Br)ccc1N (stereo not given)
  -3	1	-1	6	2	-3	0.6	-5	-4
37) CCn1c(SCC(=O)NC2CCCC2)nnc1-c1c[nH]c2ccccc12
  0	13	4	3	3	1	1.7	-5	-1
38) N#CC(C(N)=O)=C1CCCCC1
  4	5	-3	.	1	-2	-2.9	-1	-1
39) CN(C)Cc1c(C(=O)N/N=C/c2ccco2)nnn1-c1nonc1N
  -5	-2	-2	-2	8	0	3.7	3	-4
40) CCN(Cc1ccccc1)C(=O)c1cc(-c2ccc(OC)c(OC)c2)nc2ccccc12
  -20	23	-2	-3	2	69*	1.4	8	-4
41) Cn1c(=O)n(C)c2cc(S(=O)(=O)NCCOCCO)ccc21
  4	-6	-1	-6	2	0	-0.7	-1	0
42) Cc1ccc(/C=C2\SC(=S)N(CCC(=O)NNS(=O)(=O)c3ccc(C)cc3)C2=O)cc1
  8	-11	2	-15	4	0	-1.1	-1	3
43) Cc1c(N2C(=O)/C(=C/c3ccccc3)SC2=S)c(=O)n(-c2ccccc2)n1C
  -2	-23	3	16	-10	-1	1.0	2	-4
44) Cc1ccc(S(=O)(=O)N2CCN(c3nn(C)c(=O)n(C)c3=O)CC2)cc1C
  .	1	-5	2	5	8	1.5	.	.
45) CN(C)CCN(Cc1ccccc1)c1ccccn1
  -13	4	-1	-4	-3	-1	0.0	0	0
46) Cc1ccc(C)c(NC(=O)c2ccc3ccccc3n2)c1
  1	11	0	4	-2	41	-0.2	5	-2
47) Cc1ccc(-c2nnc(CSc3nnc(COc4ccccc4)n3-c3ccc(C)cc3)o2)cc1
  19	0	10	5	1	8	4.1	2	4
48) O=c1c2cc(Cl)ccc2nc(-c2ccc([N+](=O)[O-])cc2)n1O
  -25	-6	9	2	1	0	-1.1	6	-4

Screening results as filed in PubChem.
